Screening data (PubChem)
NSD2 inh = NSD2 (human) methyltransferase inhibition. O96028. NSD2 peptide methylation, AlphaScreen, 120 min. inhibition, % at 12.5 µM. hit rate 0.54% among 310,000; in the data active means inhibition above about 50%
Arrestin-AP2 inh = blocks beta-arrestin peptide binding to AP2 adaptin; hit rate 0.31% among 340,000; inhibition, % at 10 µM; FITC-arrestin peptide / GST-AP2 beads, flow cytometry; AP2 beta2 appendage carries R879A mutation;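 active means inhibition above a set limit, near 3 SD of compounds lacking own fluorescence, cut at about 54% in these data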;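 further: plate controls were DMSO wells for no effect and 5 µM unlabelled arrestin peptide for full effect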
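Measured by: flow cytometry, FL1 (488/535 nm); Material: AP2 appendage R879A on GSH beads; Evaluation: percent response; Timing: pre-incubation 12 min, peptide binding 1 h, room temperature; Also added: 50 nM FITC-arrestin peptide; Medium: PBS with 0.05% Tween 20 and 0.1% BSA.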
SR-BI uptake up = SR-BI HDL lipid transfer activation; activation, % at 12.5 µM; CHO ldlA[mSR-BI] cells, DiI-HDL uptake fluorescence, 3 h; 100 = double the neutral-control signal; AID 504775; hit rate 0.096% among 320,000;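 active means mean replicate activation of at least 60% and every replicate at or above 60%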;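 further: 0% = median plate neutral-control signal and 100% = twice that signal; values of inactives mirror those of a sister screen read the other way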
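Test system: SR-BI-overexpressing, LDLR-lacking CHO cells. Measured by: DiI fluorescence, bottom read. Medium: Ham's F12 with 0.5% BSA, HEPES 25 mM, pH 7.4. Timing: 3 h uptake period with compound, 37 °C.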
RTF Ca sens inh = cardiac RTF calcium desensitization. P19429+P45379. IANBD-labeled cardiac RTF, Ca2+ fluorescence. inhibition, % at 7.15 µM. hit rate 0.12% among 340,000. AID 493244;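 active means inhibition above the mean inhibition of all tested compounds plus 3 SD, cut at about 17% in these data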;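 further: assay run at fixed EC70 calcium of 1.6 mM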
PKA-R2B act = activates the human PKA-R2B holoenzyme complex; AID 504700; hit rate 0.079% among 340,000; PKA-R2B holoenzyme dissociation, Cy5-IP20 fluorescence polarization; R2B truncated from residue 108, S112A mutant; 0% DMSO only, 100% 113 µM cGMP; P22694+P31323; activation, % at 11.4 µM;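 active means activation above a cutoff set at the mean over all compounds plus 3 SD, cut at about 18% in these data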;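 further: higher means more holoenzyme dissociation and a rise in polarization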
Target sequence (P31323 whole entry, looked up, other chains not shown, the tested form may be a part): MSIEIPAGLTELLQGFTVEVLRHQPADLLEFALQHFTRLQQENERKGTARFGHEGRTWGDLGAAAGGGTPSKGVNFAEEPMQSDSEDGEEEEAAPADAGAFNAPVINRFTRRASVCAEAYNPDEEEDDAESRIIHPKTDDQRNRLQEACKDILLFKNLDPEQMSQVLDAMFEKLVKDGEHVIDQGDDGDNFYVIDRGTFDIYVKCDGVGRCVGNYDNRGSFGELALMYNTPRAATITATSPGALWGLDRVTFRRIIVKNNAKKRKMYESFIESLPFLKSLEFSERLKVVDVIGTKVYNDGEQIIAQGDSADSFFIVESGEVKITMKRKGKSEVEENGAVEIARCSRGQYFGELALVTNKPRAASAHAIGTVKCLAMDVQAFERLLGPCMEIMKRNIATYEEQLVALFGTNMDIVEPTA
Keap1 Nrf2 FP = Keap1-Nrf2 (human) interaction inhibition; Keap1 Kelch-Nrf2 peptide fluorescence polarization, 1536-well; Q14145; inhibition, % at 9.4 µM; hit rate 0.15% among 340,000; AID 504523; in the data active means inhibition above about 12%;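 further: human Keap1 Kelch domain with fluorescein labeled Nrf2 9mer peptide probe; 0% = neutral control wells and 100% = peptide positive control; higher means more block of Keap1 binding to Nrf2 peptide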
C-LANA FP = blocks KSHV LANA C-terminal domain binding to DNA; MBP-C-LANA/FAM-LBS DNA binding, fluorescence polarization; inhibition, % at 9 µM; hit rate 0.078% among 340,000;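 active means highest replicate inhibition at or above 60% at 9 µM, even if other replicates fall short; inactive means all replicates below 60% inhibition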;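 further: 0% = neutral control wells and 100% = 4 µM acridine orange control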
DAGLB inh = diacylglycerol lipase beta (human) inhibition. Q8NCG7. HEK293T DAGLB membrane lysate, EnzChek fluorogenic substrate. inhibition, % at 5.17 µM. hit rate 0.059% among 340,000. AID 504411; in the data active means inhibition above about 34%;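 further: 0% = enzyme with vehicle and 100% = wells lacking enzyme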
SR-BI DiI inh = inhibitors of mouse SR-BI mediated HDL lipid uptake. Q61009. ldlA[mSR-BI] CHO cells, DiI-HDL uptake fluorescence, 3 h. inhibition, % at 12.5 µM. hit rate 0.96% among 320,000. AID 488896;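 active means mean replicate inhibition of at least 70% and a set share of replicates each scoring 70 or more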;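 further: 0% = median of neutral control wells and 100% = median of positive control wells; values of inactives mirror those of a sister screen read the other way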
Target sequence (Q61009 whole entry, looked up): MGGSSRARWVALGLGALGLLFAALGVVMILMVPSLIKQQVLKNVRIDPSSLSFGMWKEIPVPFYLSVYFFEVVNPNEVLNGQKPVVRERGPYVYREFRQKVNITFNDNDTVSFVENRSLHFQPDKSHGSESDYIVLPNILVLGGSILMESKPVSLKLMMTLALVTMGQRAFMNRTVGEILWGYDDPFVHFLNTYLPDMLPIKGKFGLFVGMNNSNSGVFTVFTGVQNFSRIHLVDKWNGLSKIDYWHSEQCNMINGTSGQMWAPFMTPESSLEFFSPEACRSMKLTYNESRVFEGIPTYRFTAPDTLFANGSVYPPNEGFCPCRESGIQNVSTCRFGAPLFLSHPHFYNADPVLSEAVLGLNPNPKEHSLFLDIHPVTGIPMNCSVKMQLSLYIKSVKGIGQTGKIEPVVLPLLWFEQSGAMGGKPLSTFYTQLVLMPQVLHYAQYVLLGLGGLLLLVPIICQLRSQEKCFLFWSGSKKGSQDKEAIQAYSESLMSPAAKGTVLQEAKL
PvdQ inh = P. aeruginosa PvdQ acylase inhibition; purified PvdQ acylase, fluorescence plate reader; inhibition, % at 10 µM; hit rate 0.063% among 340,000; in the data active means inhibition above about 30%, passing the limit was not always enough;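 further: 0% = vehicle neutral wells and 100% = reference inhibitor wells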
* marks the source's active call; other numbers are inactive results; · = not tested or not shown.

SMILES	NSD2 inh	Arrestin-AP2 inh	SR-BI uptake up	RTF Ca sens inh	PKA-R2B act	Keap1 Nrf2 FP	C-LANA FP	DAGLB inh	SR-BI DiI inh	PvdQ inh
Cc1cc(-c2ccccc2)nc(SCC(=O)N2CCCC2)n1	-1	-3	-60	3	-4	0	-1.2	-2	60	-5
COCCCNC(=S)N1CCN(C(c2ccccc2)c2ccccc2)CC1	3	3	-7	-3	-11	-2	-2.3	-3	7	-24
N#Cc1c(NC(=O)c2nc3ncccn3n2)sc2c1CCCCC2	-1	-4	-5	-4	-11	-5	1.5	-3	5	-16
Cc1nnc2c(N3CCN(CCO)CC3)nc3ccccc3n12	8	-12	19	2	-5	-2	0.7	-1	-19	-14
CCc1ccccc1NC(=O)CN(C)C(=O)CSc1nc2cc(Cl)ccc2s1	-1	-3	-11	2	3	-3	1.6	-5	11	-14
O=C(Nc1ccc(S(=O)(=O)N2CCCCCC2)cc1)C1CCCO1 (stereo not drawn)	-3	26	-11	9	-8	1	-0.4	-3	11	7
O=C(Nc1cccnc1N1CCOCC1)c1cc2ccccc2oc1=O	·	7	-11	-1	-5	4	1.3	1	11	5
COc1cc(OC)cc(C(=O)NNC(=S)NC(=O)c2cccnc2)c1	3	-11	12	-1	-10	-4	-0.2	-1	-12	-10
COC(=O)C(NS(=O)(=O)c1ccc(F)cc1)c1ccccc1 (stereo not drawn)	-2	1	12	-6	5	-5	-0.4	0	-12	4
COC(=O)C1=C[C@@H](C(=O)OC)[C@@H]2C3=C(C(=O)[C@]2(C)NC(=O)c2ccccc2)[C@H](C)n2c(=O)n(-c4ccccc4)c(=O)n2[C@@H]3C1	·	10	-9	-8	2	-2	-0.2	1	9	-8
c1cc2c(cc1-c1cnc3n1CCC3)OCCO2	5	21	-16	0	0	-2	-0.4	-1	16	-2
C#CCOCCOCCOCCNc1nc(N2CCN(C(=O)[C@H](CCCCN)n3cc([C@@H](N)CC(C)C)nn3)CC2)nc(N2CCN(C(=O)[C@H](CCCCN)n3cc([C@@H](N)CC(C)C)nn3)CC2)n1	·	-10	15	-3	7	-9	-1.0	2	-15	-7
COCCN1C(=O)c2cc(C(=O)Nc3cccc(F)c3)ccc2C1Nc1cccc(F)c1 (stereo not drawn)	·	-3	-60	-1	5	0	1.5	0	60	-7
CSc1cccc(CN2CCC(n3nccc3NC(=O)C3CC3)CC2)c1	8	-10	9	1	-1	-1	1.0	2	-9	-2
CCc1ccc(C(=O)Nc2ccc(OC)c(S(=O)(=O)N3CCOCC3)c2)cc1	-4	2	-26	7	-7	-3	0.7	-1	26	-10
CCOC(=O)c1cnc(SCC(=O)N2CCc3ccccc32)nc1N	-2	-6	11	-3	-6	-1	-0.3	-2	-11	-15
COCCn1c(C)cc(C(=O)COc2cccnc2[N+](=O)[O-])c1C	-21	14	1	6	-8	1	-1.1	-1	-1	-1
CCC(O)(CC)C(=O)NN(C(=O)CCl)c1ccccc1	2	15	60	2	3	1	0.6	-1	-60	-4
CCC(=O)N1CCc2cc(S(=O)(=O)CCC(=O)NCc3ccccc3OC)ccc21	-5	36	-4	-11	-1	2	0.2	-2	4	-2
COc1cc2c(cc1OC)CN(C(=O)Cc1ccc(OC)c(S(=O)(=O)N3CCOCC3)c1)CC2	6	-9	-6	-5	-6	0	-0.6	-1	6	-13
COc1cccc(CC(=O)OCC(=O)NNC(=O)c2ccc([N+](=O)[O-])cc2)c1	-2	0	-20	-7	2	-5	0.2	2	20	-10
Cc1cccc(/C(N)=N/OC(=O)c2ccco2)c1	0	5	1	-16	-7	-8	1.0	-6	-1	-1
CSCCC(NC(=O)c1ccccc1Br)C(=O)NCC1CCCCC1 (stereo not drawn)	1	20	-4	-4	-4	-3	3.1	4	4	-17
Cc1ccc(-n2nnnc2CNC(=O)c2ccc3c(c2)OCO3)cc1C	-8	-5	3	-2	-7	-4	0.2	-5	-3	-12
C#CCOCCOCCOCCNc1nc(N2CCOCC2)nc(N2CCN(C(=O)Cn3cc(CCCN=C(N)N)nn3)CC2)n1	·	4	36	10	-7	-7	-1.2	3	-36	-7
COc1ccccc1NC(=O)c1ccc(NC(=O)CSc2ncn[nH]2)cc1	-3	3	23	7	5	-4	-0.3	3	-23	9
Cc1ccc2oc(=O)c3cc(C(=O)NCCCN4CCCCCC4)sc3c2c1	-1	19	-42	4	-9	0	-1.6	-2	42	3
Cc1ccc(C)c(OCCOCCN2CC(C)OC(C)C2)c1C (stereo not drawn)	2	21	-16	-5	-9	-5	-0.9	-6	16	8
CCOC(=O)CSc1nc2ccccc2n2c(C)nnc12	1	-8	15	-9	3	-1	0.1	-1	-15	-9
Cc1ccc(C2(C)NC(=O)N(CC(=O)N3CCc4ccccc43)C2=O)cc1 (stereo not drawn)	·	-14	-30	-6	0	-6	-0.5	0	30	-3
Cc1ccc(C)c(OCc2cc(C(=O)N3CCN(c4ccccc4)CC3)no2)c1	-2	-10	9	-7	-8	-10	-0.7	-6	-9	-11
COc1ccc(OC2C(=O)N(c3ccc(F)cc3)C2c2ccc(OC)c(OC)c2)cc1 (stereo not drawn)	0	-1	-15	-14	3	-5	-0.8	-2	15	-9
CC1(c2ccc3ccccc3c2)CCC(=O)O1 (stereo not drawn)	-1	10	-69	-8	-2	-1	-10	0	69	-9
CCOC(=O)C1(Cc2ccccc2C#N)CCCCC1=O (stereo not drawn)	-1	0	7	-5	-3	1	-0.9	-1	-7	4
CCOC(=O)c1c(OCC)[nH]c2ccc(O)cc12	12	9	-6	4	4	-2	0.4	-1	6	-8
O=C(COC(=O)c1ccc[nH]c1=O)c1ccc(Cl)s1	·	-2	44	-14	2	3	-0.3	-3	-44	-11
CCN(CC)CC(=O)N1c2ccccc2CCc2ccc(NC(=O)c3cc(OC)c(OC)c(OC)c3)cc21	8	10	-38	-3	-2	-6	-0.3	0	38	-16
CC(=O)/C(=N\Nc1ccccc1)Sc1nncn1C	-2	5	-12	-6	-12	-3	1.1	0	12	-10
CCN(CC)CCCNC(=O)C(C)Sc1nc(-c2ccccc2)cc(C(F)(F)F)n1 (stereo not drawn)	12	-8	-38	-1	-12	-4	0.0	2	38	-12
CCOC(=O)CSc1nnc(NC(=O)CN2CCCCC2)s1	-1	-10	9	-12	-2	1	2.0	-2	-9	-5
CCCCn1nc(C(=O)NNC(=O)c2ccncc2)c2ccccc2c1=O	-1	-5	4	-5	6	1	0.7	-3	-4	-8
Cc1[nH]c(=O)[nH]c(=O)c1/C=N/NC(=O)[C@@H](N)CC(C)C	-22	16	·	-13	-7	-4	1.2	-2	·	-5
Cc1cc(C)n(Cc2cnc(N3CCOCC3)s2)n1	·	-2	31	10	3	-2	-1.2	-1	-31	-5
Cc1ccccc1-n1c(=O)cc(NCc2ccc3c(c2)OCO3)[nH]c1=O	0	-2	9	-6	3	-6	1.7	2	-9	-10
O=C(COc1ccc(Cl)cc1Cl)N/N=C/CCc1ccccc1	-2	-3	28	1	2	0	-1.4	-4	-28	-12
COc1ccc(C(=O)NC(=S)N(CCC(C)C)c2c(N)n(Cc3ccccc3)c(=O)[nH]c2=O)cc1	1	35	-12	-4	5	0	0.4	6	12	4
COc1ccc(Oc2ccc(/C=C/C(=O)c3cccc(OC)c3)cc2[N+](=O)[O-])cc1	-1	-5	2	-9	-16	-5	3.0	14	-2	-9
COc1ccccc1C(=O)OCC(=O)NC(=O)NC1CCCCC1	-4	33	-6	6	-8	-1	0.2	-2	6	0
Cc1cccc(C)c1Nc1ncnc2ccccc12	1	-2	-1	-6	6	-1	2.4	-3	1	-16
O=C(NCc1ccccc1Cl)C1CCN(S(=O)(=O)N2CCC3(CC2)OCCO3)CC1	0	7	12	-2	-2	-5	-1.3	1	-12	-12
N#Cc1ccccc1S(=O)(=O)N1CCN(C(=O)C2CCC2)CC1	-2	5	23	-9	12	-5	0.0	0	-23	-14
Cc1c([N+](=O)[O-])c(C(=O)NC2CCCCC2)nn1C	2	-15	22	-10	-9	1	0.5	1	-22	-15
CC(c1nc2ccccc2n1Cc1ccccc1)N1CCCCC1 (stereo not drawn)	2	-22	7	2	-3	1	-0.5	-3	-7	-6
Cc1ccc(S(=O)(=O)N2CCN(C(=O)COC(=O)c3ncc(Cl)c(Cl)c3Cl)CC2)c(C)c1	·	-4	10	-2	-7	-3	0.7	-5	-10	-6
O=C(CN1CCN(Cc2ccccc2Cl)CC1)N/N=C/C=C/c1ccccc1[N+](=O)[O-]	6	23	-27	-19	-7	-1	-1.5	2	27	17
COc1ccc(C(CCNCc2ccc(N(C)C)cc2)C(C)C)cc1 (stereo not drawn)	14	12	-4	0	0	-6	-4.0	-2	4	8
COc1ccc(NC(=S)N(Cc2ccc(C)cc2)Cc2ccccn2)cc1	-1	17	-4	-16	-4	0	0.1	3	4	-7
Nc1ncnc(Nc2ccccc2Cl)n1	0	-21	8	-6	-4	3	-1.6	-3	-8	-16
O=C1C2C3C=CC(CC3)C2C(=O)N1c1cccc(Br)c1 (stereo not drawn)	0	-2	34	-7	2	2	-2.5	-3	-34	-14
O=C(NC(=S)NCCO)c1sc2ccccc2c1Cl	·	-11	·	-15	7	-2	-1.6	-3	·	-9

Fetched one by one from above (3):
SMILES	NSD2 inh	Arrestin-AP2 inh	SR-BI uptake up	RTF Ca sens inh	PKA-R2B act	Keap1 Nrf2 FP	C-LANA FP	DAGLB inh	SR-BI DiI inh	PvdQ inh
COc1ccc(C(CCNCc2ccc(N(C)C)cc2)C(C)C)cc1 (stereo not drawn)	14	12	-4	0	0	-6	-4.0	-2	4	8
COc1ccc(C(=O)NC(=S)N(CCC(C)C)c2c(N)n(Cc3ccccc3)c(=O)[nH]c2=O)cc1	1	35	-12	-4	5	0	0.4	6	12	4
CCCCn1nc(C(=O)NNC(=O)c2ccncc2)c2ccccc2c1=O	-1	-5	4	-5	6	1	0.7	-3	-4	-8

(listing goes on)
SMILES	NSD2 inh	Arrestin-AP2 inh	SR-BI uptake up	RTF Ca sens inh	PKA-R2B act	Keap1 Nrf2 FP	C-LANA FP	DAGLB inh	SR-BI DiI inh	PvdQ inh
CCN(CC)S(=O)(=O)c1ccc(C(=O)NCC(c2ccc(OC)cc2)N2CCOCC2)cc1 (stereo not drawn)	12	32	-7	3	-1	-1	-0.8	1	7	5
O=C(CN1CCc2cc3c(cc2C1)OCCCO3)Nc1ccccc1	·	8	-6	4	4	-2	-0.9	-5	6	-7
CCCNC(=O)[C@H](C)NC(=O)c1ccc(Br)cc1	-1	-59	-15	-6	7	-9	1.4	0	15	-16
COc1cccc(/C=C(\C#N)c2nc3ccccc3[nH]2)c1OCC(=O)O	1	-3	-3	-7	-13	-3	-0.3	0	3	9
